# Screens from PubChem.
# TDP-43 yeast inh – inhibitors of TDP-43 toxicity in yeast; Potency, µM (titrated, usually from 46.1 µM), for the others: at the highest dose growth rescue (activation), most hits filed as activators; 410,000 compounds, 1.8% hits; TDP-43 expressing yeast growth rescue, BacTiter-Glo, 24 h; further: potency means the concentration at half of the fitted maximal effect; % of control where 0% means no effect; nearly all actives have a fitted effect of over 50% in size
#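 Yeast expressing TDP-43 (pregrown in raffinose, seeded at OD600=0.02 in galactose medium) exposed to compounds 24 hr at 30 deg C. Growth read by BacTiter-Glo luminescence; rescue of toxicity appears as increased signal.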
# GLP1R ag – activates the human GLP-1 receptor; AID 624172; P43220; 380,000 compounds, 0.007% hits; HEK293 GLP-1R CRE-luciferase, luminescence, 4-6 h; cells express a hypersensitive GLP-1R form; Potency, µM (series often up to 45.6 µM), for the others: top-dose activation, actives largely listed as activators; further: potency means the concentration at half of the fitted maximal effect; % of control where 0% means no effect
# Target sequence (P43220 whole entry, looked up): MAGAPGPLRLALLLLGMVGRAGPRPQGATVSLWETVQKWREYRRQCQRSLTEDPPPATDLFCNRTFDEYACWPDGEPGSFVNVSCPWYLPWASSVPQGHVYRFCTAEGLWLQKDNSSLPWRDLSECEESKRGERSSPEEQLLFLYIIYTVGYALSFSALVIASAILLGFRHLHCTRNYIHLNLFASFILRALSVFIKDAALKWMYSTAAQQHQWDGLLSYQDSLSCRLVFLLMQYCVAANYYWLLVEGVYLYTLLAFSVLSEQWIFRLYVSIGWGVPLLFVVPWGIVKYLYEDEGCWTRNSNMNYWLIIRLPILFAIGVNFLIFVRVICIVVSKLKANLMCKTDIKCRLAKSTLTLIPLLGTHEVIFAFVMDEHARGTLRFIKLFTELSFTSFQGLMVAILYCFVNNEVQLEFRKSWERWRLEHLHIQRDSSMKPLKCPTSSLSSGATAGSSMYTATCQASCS
# D3 antag – antagonists of human D3 dopamine receptor | P35462 | max response, negative = inhibition, % | AID 652054 | D3R cells, DiscoveRx beta-arrestin luminescence, antagonist mode; stronger effect = lower value | 360,000 compounds, 2.5% hits; in the data active means max response below about -50%; inconclusive means no clear call, values can overlap the other calls; further: on the % scale 0 is the no-effect control and ±100 the full control effect; mostly tested at two doses, the higher about 12 µM
#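 Cells expressing the human receptor were seeded at 1500 cells/well, incubated overnight at 37 degrees C in 5% CO2, then exposed to library compounds with dopamine controls for 90 minutes at 37 degrees C before luminescent detection.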
# PTHR1 ag – PTHR1 (human) receptor agonism; 410,000 compounds, 0.075% hits; Potency, µM (top dose mostly 115 µM), for the others: at the top dose activation, most hits filed as activators; HEK293 GP2 PTHR1 cells, GloSensor cAMP luminescence, 1 h; AID 743266; Q03431; further: potency means the concentration at half of the fitted maximal effect; nearly all actives have a fitted effect of over 55% in size; some results filed as inactive show a strong effect at the top dose; inactives centre near -15; many of its hits are not listed in these tables
# Target sequence (Q03431 whole entry, looked up): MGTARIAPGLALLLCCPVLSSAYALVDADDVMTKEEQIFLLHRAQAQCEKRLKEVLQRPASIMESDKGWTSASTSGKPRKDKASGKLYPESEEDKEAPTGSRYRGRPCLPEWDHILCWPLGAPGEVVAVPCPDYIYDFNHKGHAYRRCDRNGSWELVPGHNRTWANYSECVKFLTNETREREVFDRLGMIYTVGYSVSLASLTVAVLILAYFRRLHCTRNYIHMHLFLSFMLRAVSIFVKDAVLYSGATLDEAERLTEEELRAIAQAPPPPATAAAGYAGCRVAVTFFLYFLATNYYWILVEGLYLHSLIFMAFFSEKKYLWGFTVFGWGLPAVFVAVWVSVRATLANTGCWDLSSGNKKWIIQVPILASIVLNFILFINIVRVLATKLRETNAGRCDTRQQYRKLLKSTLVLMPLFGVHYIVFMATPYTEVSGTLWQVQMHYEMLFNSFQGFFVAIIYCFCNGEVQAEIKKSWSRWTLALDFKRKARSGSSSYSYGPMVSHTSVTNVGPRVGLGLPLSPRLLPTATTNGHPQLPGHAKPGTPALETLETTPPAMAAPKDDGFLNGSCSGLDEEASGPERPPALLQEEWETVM
#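 HEK-293-derived GP2 cells expressing PTHR1 and a GloSensor cAMP reporter, 3,000/well, plated overnight, given luciferin plus IBMX (each 0.5 mM as added) for 1 h at 37 °C, then compound for 1 h at 37 °C. Luminescence was read after 15 min at room temperature.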
# D3 ag – D3 dopamine receptor (human) agonism; P35462; D3R DiscoveRx beta-arrestin cells, luminescence, 90 min; max activation, %; 410,000 compounds, 0.58% hits; in the data active means max activation above about 30%; further: 0% is about no effect; mostly tested at two doses, the higher about 12 µM
#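 Agonist-mode cell screen: cells plated at 1500/well and incubated overnight at 37 °C, then exposed to library compounds for 90 min at 37 °C. Detection reagent was added for 30–60 min at room temperature, and luminescence was read.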
# KB-V1 MDR tox – kills drug-selected multidrug resistant KB-V1 cells; KB-V1 MDR cells viability, CellTiter-Glo, 72 h; Potency, µM (top dose mostly 46.1 µM), without a hit: at the top dose activity change, negative = cytotoxicity, actives largely listed as cytotoxic; 400,000 compounds, 3.4% hits; AID 1347076; further: potency means the concentration at half of the fitted maximal effect; on the % scale 0 is the no-effect control and ±100 the full control effect; nearly all actives have a fitted effect of over 60% in size
#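 Readout: CellTiter-Glo luminescence, 10 min after addition. Cells: KB-V1 MDR subline, 72 h at 37 degrees C with compound. Analysis: corrected, normalized data fitted to concentration-effect curves.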
# GLP1R inv ag – acts as inverse agonist at human GLP-1 receptor; 410,000 compounds, 1.6% hits; HEK293 GLP-1R CRE-luciferase, luminescence, 24 h; GLP-1R form is constitutively active; P43220; Potency, µM (titrated, usually from 38.3 µM), for the others: top-dose activity change, negative = inhibition, usual class: inhibitors; AID 624417; further: potency means the concentration at half of the fitted maximal effect; on the % scale 0 is the no-effect control and ±100 the full control effect; nearly all actives have a fitted effect of over 55% in size
#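 Using stably transfected HEK293 (constitutively active GLP-1R, cAMP-luciferase reporter), compounds were incubated 24 hr and luciferase measured by luminescence.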
# aSyn rescue – inhibitors of alpha-synuclein toxicity in yeast; Potency, µM (series often up to 46.1 µM), for the others: top-dose growth rescue (activation), hits mostly activators; Yeast expressing alpha-synuclein, growth rescue, BacTiter-Glo, 24 h; 370,000 compounds, 0.14% hits; further: potency means the concentration at half of the fitted maximal effect; % of control where 0% means no effect; nearly all actives have a fitted effect of over 65% in size
#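 Rescue of yeast growth: cells expressing toxic alpha-synuclein, induced in galactose at OD600 0.02, incubated with compound 24 h at 30 C. ATP luminescence quantified growth; inhibitors of toxicity appear as activators.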
# HEK293 tox – cytotoxicity in counter-screen for GLP-1R inverse agonists | HEK293 cAMP-luciferase reporter cells, luminescence, 24 h | 410,000 compounds, 0.13% hits | Potency, µM (doses to about 38.3 µM), for inactives: at the highest dose activity change, negative = inhibition, most hits filed as inhibitors | AID 624418;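 further: loss of luciferase light is scored as toxicity; potency means the concentration at half of the fitted maximal effect; on the % scale 0 is the no-effect control and ±100 the full control effect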
#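 Cells in DMEM/10% Nu serum/1% pen-strep, 1536-well format. Pre-incubated 12 h, dosed with 23 nL compound, incubated a further 24 h. Luciferase detection, 12 min at room temp, luminescence.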
# An asterisk follows results filed as active; i = inactive; ? = inconclusive; / = no result given; [ ] = another dose, or the depositor's remark. Unless noted, the call rests on the fitted dose curve; in most records, active means well fitted curve in the direction sought with a large enough effect; inconclusive means small, poorly fitted or top-dose-only effect, or another doubt; inactive means no such curve, though single readings can be large; an effect the other way counts as inactive or inconclusive. An excerpt; rates above refer to the full screens.
SMILES,TDP-43 yeast inh,GLP1R ag,D3 antag,PTHR1 ag,D3 ag,KB-V1 MDR tox,GLP1R inv ag,aSyn rescue,HEK293 tox
Cc1cccc(C)c1Nc1nnc(SCC(=O)NC2CCS(=O)(=O)C2)s1 (stereo unspecified),8%,2%,2,i,-3,-2%,6%,4%,-6%
O=C(CSCC(=O)Nc1nc(-c2ccc3c(c2)OCO3)cs1)Nc1nccs1,14%,4%,32,-46%[inhibitor],2,?,-2%,1%,2%
O=C(CSc1nc2ccccc2c(=O)n1Cc1ccco1)c1ccccc1,-5%,-1%,43,-5%[57.5 µM],14,-7%,1%,1%,3%
Cc1ccc2oc(-c3ccccc3)nc2c1,-10%,7%,-5,-8%[57.5 µM],1,-3%,40%,-4%,3%
O=C(O)c1ccc(CNC(=O)C2CCN(S(=O)(=O)c3ccc4c(c3)OCCO4)CC2)cc1,6%,-5%,19,-14%,-1,-9%,-12%,2%,-2%
CCN(CC(=O)Nc1c(F)cccc1F)C(=O)CSCc1c(C)noc1C,-7%,0%,4,i,0,5%,14%,1%,-12%
COc1ccc2[nH]c(=O)c(CN(Cc3ccc4c(c3)OCO4)C(C)=O)cc2c1,-1%,-1%,33,i,6,?,8%,3%,-20%
COc1ccccc1OCCn1cc(/C=C(\C#N)C(=O)NCc2cccs2)c2ccccc21,17%,-11%,4,-15%,1,18µM*,-7%,-11%,9%
COCCCN1C(=O)C(CC(=O)NC2CCCCC2)CC(C(=O)N(C)C)=C1C (stereo unspecified),26%,-4%,-5,-7%,-2,7%,9%,-4%,-6%
Cc1cc(OCC(=O)Nc2cc(-c3nc4ccccc4[nH]3)ccc2C)ccc1Cl,30%,/,/,-41%[inhibitor],19,/,-2%,/,-7%
Cc1cccc(-n2ncc3c(NCCCn4ccnc4)ncnc32)c1,8%,2%,10,i,-2,-7%,-16%,2%,-14%
COc1ccc(OCC(=O)Nc2ccc3c(c2)nc(CCN2CCCCC2)n3C)cc1,12%,4%,-8,i,-16,?,2%,3%,1%
CC(=O)c1cccc(NC(=O)C2CCN(S(=O)(=O)c3ccc4[nH]c(=O)ccc4c3)CC2)c1,21%,7%,/,-3%,0,?,4%,5%,2%
CCCCN(C=O)c1c(CC)nc2c(OCc3ccccc3C)cccn12,13%,3%,-3,-7%,-3,3%,?,?,-12%
CC(C)C[C@H]1COc2cccc(N3CCN(Cc4ccccc4F)CC3)c2S(=O)(=O)N1,6%,5%,?,-23%,-12,-5%,?,-3%,-4%
CCc1ccc2nc(Nc3ncc(C(C)=O)c(C)n3)nc(C)c2c1,-19%,4%,-21,28%,-13,-12%,16%,-10%,18%
CC(C)n1cc(C(=O)N2CCCC(Nc3ccc(F)c(F)c3)C2)cn1 (stereo unspecified),1%,-3%,4,i,4,-23%,-16%,8%,0%
CN(C)c1ccc(NC(=O)CN2CCN(c3ccc(F)cc3)CC2)cc1,-10%,2%,-16,i,-8,3%,-16%,6%,1%
COCCNC(=O)c1cccc(OC2CCN(Cc3ccc(Cl)c(F)c3)CC2)c1,-7%,-11%,-18,-17%,-26,?,?,7%,-21%
COc1ccc(S(=O)(=O)NCCc2csc(C)n2)cc1C,-1%,0%,16,-3%[57.5 µM],2,-10%,0%,1%,-5%
O=C(Nc1ccc(-c2cnco2)cc1)c1ccc(Cl)cc1,17%,11%,-4,i,3,14%,13%,1%,1%
COc1cc(S(=O)(=O)N(Cc2ccccn2)Cc2ccco2)ccc1-n1cnnn1,-16%,-1%,4,-3%[57.5 µM],-4,6%,5%,-1%,-5%
O=C1C2C3C=CC(CC3)C2C(=O)N1/N=C/c1c(O)ccc2ccccc12 (stereo unspecified),-2%,21%,-5,-17%,5,-14%,13%,-8%,1%
CCOc1ccc(Cc2nc(C)c(CC(=O)N3CCCCC3)c(=O)[nH]2)cc1,-1%,-16%,3,-1%[57.5 µM],1,18%,10%,-12%,-5%
CC(=O)NC(=O)c1cnn(-c2ccccc2)c1N,-15%,17%,-3,8%,4,-8%,30%[activator],-3%,-5%
Cc1nn(C)cc1S(=O)(=O)N1CCN(Cc2ccc(F)cc2Cl)CC1,-4%,1%,-7,-1%,1,0%,-1%,0%,2%
O=C(Nc1cccc(S(=O)(=O)N2CCOCC2)c1)C(c1ccccc1)N1CCCCC1 (stereo unspecified),17%,8%,9,i,-5,-28%,?,6%,-12%
Cc1cccn2c(=O)c3cc(C(=O)Nc4ccc(Cl)c(Cl)c4)sc3nc12,28%,/,/,-19%,8,?,3%,/,-3%
O=C(NN1C(=O)C2C(C1=O)C1C=CC2C12CC2)c1ccncc1 (stereo unspecified),-5%,5%,-4,i,-3,1%,18%,3%,-11%
O=C(Nc1c(Cl)cccc1Cl)c1cc(-c2cccc(O)c2)on1,16µM*,/,/,-17%,-19,-9%,?,/,-15%
CC(C)=CC(=O)Nc1ccc(OCc2ccccc2)cc1,13µM*,6%,9,i,3,?,?,-21%,-22%
Cc1ccc(-n2c(N)c(S(=O)(=O)c3ccccc3)c3nc4ccccc4nc32)cc1,-13%,9%,-13,-5%,-9,-8%,-2%,-3%,13%
COc1ccc(NC(=O)CSc2nnnn2C)c([N+](=O)[O-])c1,11%,3%,5,i,-3,0%,3%,6%,-20%
N=c1c(S(=O)(=O)c2ccccc2)cc2c(=O)n3ccccc3nc2n1C1CCCC1,-15%,29%,1,-20%,-8,-19%,100%[activator],0%,23%
COc1ccccc1-c1nnc(-c2ccc(F)cc2)o1,?,14%,-9,-3%,7,-16%,16%,2%,7%
N#Cc1c(NC(=O)c2cnccn2)sc2c1CCCC2,10%,4%,4,-18%,-4,16µM*,-11%,-4%,-34%
CCOC(=O)c1nnn(-c2nonc2N)c1CNc1ccc(C)c(Br)c1,14%,-3%,-11,-54%[inhibitor],-6,-15%,?,0%,16%
CC(=O)Nc1cc(-c2ccc(Cl)cc2)[nH]n1,19%,9%,1,-3%,2,?,-11%,-18%,-11%
CC1CC2(CCCC2)N(C(=O)c2ccccc2)Cc2ccccc21 (stereo unspecified),-11%,4%,5,-19%,1,-15%,?,-4%,16%
O=S1(=O)CC/C(=N/Nc2ccccn2)c2cc(F)ccc21,-11%,-4%,-9,-7%,-10,-10%,1%,-3%,-5%
O=C(NCc1ccccc1)N1CCN(c2ccc(Cl)c(Cl)c2)CC1,11%,-2%,9,-20%[57.5 µM],5,?,-29%,9%,-7%
CC(NC(=O)OC(C)(C)C)C(=O)Oc1ccc2ccc(=O)oc2c1 (stereo unspecified),-14%,1%,2,-1%,4,-4%,7%,14%,434%[activator]
S=C(NCCSCc1ccc(Cl)cc1Cl)Nc1ccccc1,16µM*,0%,95,i,-2,?,3.5µM*,6%,-8%
COc1ccc(-c2nnc3n2CCCCC3)cc1OC,-33%[inhibitor],9%,-7,15%,6,0%,13%,-4%,-5%
COc1ccc2c(c1)c(=O)c(S(=O)(=O)c1ccccc1)cn2CC(=O)Nc1ccc2c(c1)OCO2,14%,0%,/,-25%,1,?,8%,/,-15%
CC(=O)C1=C(C)NC(SCC(=O)Nc2nc3ccccc3s2)=C(C#N)C1c1ccc(Cl)cc1 (stereo unspecified),0%,-6%,35,-10%,4,?,?,4%,149%[activator]
CCCCN1C(=N)N([C@@H](C)CN2CCC[C@H]2CN2C(N)=NC[C@H]2C(C)C)C[C@H]1[C@H](C)CC,-3%,-4%,-12,-4%,-23,-16%,7%,2%,0%
CCCc1ccc(OCC(=O)Nc2scc(-c3cccs3)c2C(=O)OC)cc1,12%,/,/,i,1,6%,11%,/,9%
CCOC(=O)c1c(N)sc2c1CCSC2,21%,2%,1,i,-5,-8%,34%[activator],1%,18%
O=C(c1ccc(Cl)cc1)N1CCN(c2ccc([N+](=O)[O-])c(NCc3cccnc3)c2)CC1,-16%,2%,-26,-3%[57.5 µM],-8,21µM*,8%,0%,?
CC(=O)c1cc(-c2ccccc2)n(CC(=O)Nc2cc(C)cc(C)c2)c1C,11%,7%,-4,-20%,3,?,-21%,-4%,-29%
CCCN(CCC)C(=O)c1ccc2c(c1)N(Cc1ccccc1)C(=O)CS2=O (stereo unspecified),-7%,-3%,0,-1%,-5,?,-21%,?,-2%
CC(C)c1ccc2nc(N)sc2c1,0%,8%,5,-6%,0,5%,33%,-2%,-3%
COc1cc(OC)cc(C2=Cc3ccccc3C(CC(=O)c3ccco3)N2c2ccc(-c3cncnc3)cc2)c1 (stereo unspecified),?,8%,23,-6%,6,-14%,10%,-1%,-6%
Cc1nc(SCc2nc3ccccc3[nH]2)c2oc3ccccc3c2n1,?,1%,64,i,2,-4%,?,10%,-17%
CCc1nc(SCC(=O)NNC(=O)C2CCCCC2)c2ccccc2n1,26%,-10%,-11,i,2,-1%,-5%,1%,6%
CC(C)OC(=O)c1c(NC(=O)c2cc3nc(-c4ccccc4)cc(C(F)(F)F)n3n2)sc2c1CCCC2,-9%,/,/,?,-14,22%,7%,/,-11%

# A second format for part of the listing above:
SMILES | TDP-43 yeast inh | GLP1R ag | D3 antag | PTHR1 ag | D3 ag | KB-V1 MDR tox | GLP1R inv ag | aSyn rescue | HEK293 tox
Cc1nc(SCc2nc3ccccc3[nH]2)c2oc3ccccc3c2n1 | ? | 1% | 64 | i | 2 | -4% | ? | 10% | -17%
CCc1nc(SCC(=O)NNC(=O)C2CCCCC2)c2ccccc2n1 | 26% | -10% | -11 | i | 2 | -1% | -5% | 1% | 6%
CC(C)OC(=O)c1c(NC(=O)c2cc3nc(-c4ccccc4)cc(C(F)(F)F)n3n2)sc2c1CCCC2 | -9% | / | / | ? | -14 | 22% | 7% | / | -11%
